H69AR inhibit: proliferation blockers of H69AR lung cancer cells, primary screen, cell-based, human, 86K library | AID 598, 2007 | viability, % at 10 µM | 85,000 compounds, 6% hits | H69AR lung tumor viability, ATP luminescence, 72 h; hits give low values;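 active = viability at or below 40%; inactive = viability above 40%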;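 also: multidrug resistant small cell line overexpressing MRP-1 efflux transporter; 100% = mean luminescence of untreated control wells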
Lung fibro prol: antiproliferative effect on LL 47 fibroblasts – human, LL 47 cells, CellTiter-Glo luminescence, primary screen. LL 47 human lung fibroblast viability, ATP luminescence; hits give low values. viability, % at 10 µM. 85,000 compounds, 1.1% hits;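 active = viability at or below 50% in the single dose screen; inactive = viability above 50%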;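 also: compound exposure lasted 72 h before the ATP readout; 100% = median luminescence of untreated cell-only wells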
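Material: human LL 47 lung fibroblast cells; quantity: 1,150 cells/well; medium: IMEM plus 15% FBS; doses: 0.1% DMSO in all compound wells; timing: overnight attachment after seeding, then 72 h compound exposure at 37 °C; detection: CellTiter-Glo luminescence; measure: % viability of median cell-only signal; controls: cell-only wells, no compound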
PTPN22 act: LYP phosphatase activators, primary screen, biochemical, DiFMUP fluorescence, 2 µM; activation, % at 2 µM; recombinant LYP; 0 = plate median, 100 = signal doubled; 96,000 compounds, 0.11% hits;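 active = activation at 2 µM above a set limit, the mean plus 5 SD, cut at about 37% in these data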
S1P2 ag: S1P2 receptor agonists, primary screen, cell-based; Sphingosine 1-phosphate receptor 2 (Homo sapiens), O95136; S1P2-expressing cell line, agonist reporter read-out; activation, % at 4.5 µM; 97,000 compounds, 0.46% hits; in the data active = activation above about 16%;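 also: 0% = vehicle low control and 100% = maximal reference agonist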
Target sequence (O95136 whole entry, looked up): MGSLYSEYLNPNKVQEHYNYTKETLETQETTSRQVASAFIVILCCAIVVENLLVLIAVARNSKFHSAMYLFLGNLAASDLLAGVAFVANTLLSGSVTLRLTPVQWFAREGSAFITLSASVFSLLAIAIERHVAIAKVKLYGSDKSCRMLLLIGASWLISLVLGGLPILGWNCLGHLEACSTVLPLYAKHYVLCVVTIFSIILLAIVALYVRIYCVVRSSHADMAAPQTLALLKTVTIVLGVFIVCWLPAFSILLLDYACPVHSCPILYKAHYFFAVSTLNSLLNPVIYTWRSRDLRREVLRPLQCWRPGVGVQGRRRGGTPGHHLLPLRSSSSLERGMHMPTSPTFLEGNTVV
sEH inhibitor: soluble epoxide hydrolase inhibitors, primary screen, biochemical, human sEH; Bifunctional epoxide hydrolase 2 (Homo sapiens), P34913; recombinant human sEH enzymatic activity assay; inhibition, % at 2 µM; 91,000 compounds, 0.34% hits; in the data active = inhibition above about 80%; also: values of inactives mirror those of a sister screen read the other way; many of its hits are not listed in these tables
Target sequence (P34913 whole entry, looked up): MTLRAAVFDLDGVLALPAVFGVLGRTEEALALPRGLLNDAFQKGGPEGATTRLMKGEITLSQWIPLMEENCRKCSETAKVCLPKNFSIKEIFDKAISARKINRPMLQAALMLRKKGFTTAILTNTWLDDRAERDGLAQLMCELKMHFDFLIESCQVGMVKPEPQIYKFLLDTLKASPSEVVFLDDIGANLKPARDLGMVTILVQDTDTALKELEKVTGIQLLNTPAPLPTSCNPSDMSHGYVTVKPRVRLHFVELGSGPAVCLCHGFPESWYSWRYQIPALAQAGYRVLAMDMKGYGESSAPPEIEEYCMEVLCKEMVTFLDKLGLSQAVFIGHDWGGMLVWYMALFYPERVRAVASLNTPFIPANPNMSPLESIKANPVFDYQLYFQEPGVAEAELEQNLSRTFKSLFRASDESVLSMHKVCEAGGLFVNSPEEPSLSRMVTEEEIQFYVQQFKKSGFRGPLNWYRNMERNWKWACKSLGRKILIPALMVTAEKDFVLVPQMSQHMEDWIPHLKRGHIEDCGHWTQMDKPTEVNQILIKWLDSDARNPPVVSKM
PostGolgi ctrl: growth inhibition of yeast control strain, primary screen, counter-screen for post-Golgi transport modulator project. inhibition, % at 10 µM. 98,000 compounds, 5% hits. efflux-deficient yeast background strain, growth absorbance A615, 16 h; in the data active = inhibition above about 30%
S1P2 antag: human S1P2 receptor antagonists, primary screen, cell-based. Sphingosine 1-phosphate receptor 2 (Homo sapiens), O95136. cell-based S1P2 antagonist assay, inhibition at 5 uM. 97,000 compounds, 0.21% hits. AID 736, 2007. inhibition, % at 5 µM; in the data active = inhibition above about 45%;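 also: CRE beta-lactamase reporter cells expressing human S1P2 stimulated with S1P; 0% = agonist at EC80 alone and 100% = agonist plus reference antagonist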
sEH act: soluble epoxide hydrolase activators, primary screen, biochemical, human sEH. purified human sEH enzymatic activity, activator screen. 91,000 compounds, 0.04% hits. activation, % at 2 µM. AID 717, 2007. Bifunctional epoxide hydrolase 2 (Homo sapiens), P34913; in the data active = activation above about 37%; also: values of inactives mirror those of a sister screen read the other way
HUVEC prolif 384: inhibitors of HUVEC proliferation, primary screen, cell-based, 384-well; CellTiter-Glo luminescence, 72 h; hits give low values; 86,000 compounds, 1.1% hits; AID 648, 2007; viability, % at 10 µM (by protocol);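 active = viability at or below 30%; inactive = viability above 30%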;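 also: 100% = median luminescence of DMSO-only cell control wells on each plate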
* marks the source's active call; other numbers are inactive results; . = no result given.

The opening 2 compounds as a preview:
Every second line gives: H69AR inhibit	Lung fibro prol	PTPN22 act	S1P2 ag	sEH inhibitor	PostGolgi ctrl	S1P2 antag	sEH act	HUVEC prolif 384
- Cc1cccc(N2CCN(S(=O)(=O)c3ccc4[nH]c(=O)c(=O)[nH]c4c3)CC2C)c1 (configuration not stated)
→ 99	102	-4	-8	-9	3	-15	7	98
- COc1ccc(C)cc1S(=O)(=O)N1CCC(C(=O)NCCC2=CCCCC2)CC1
→ 84	100	-6	-4	59	-1	-11	-60	107

Main list, from the first entry:
Every second line gives: H69AR inhibit	Lung fibro prol	PTPN22 act	S1P2 ag	sEH inhibitor	PostGolgi ctrl	S1P2 antag	sEH act	HUVEC prolif 384
- Cc1cccc(N2CCN(S(=O)(=O)c3ccc4[nH]c(=O)c(=O)[nH]c4c3)CC2C)c1 (configuration not stated)
→ 99	102	-4	-8	-9	3	-15	7	98
- COc1ccc(C)cc1S(=O)(=O)N1CCC(C(=O)NCCC2=CCCCC2)CC1
→ 84	100	-6	-4	59	-1	-11	-60	107
- COC(=O)C1CCN(S(C)(=O)=O)CC1
→ 99	95	3	-4	0	-5	-8	1	95
- COCCNc1ncnc2c1cnn2-c1ccc(Cl)cc1
→ 67	98	6	1	.	9	-20	.	93
- COc1ccc(CCNC(=O)c2cc3ccccn3n2)c(OC)c1OC
→ 81	96	1	0	.	11	4	.	95
- CC12CCC(C(=O)NCCCn3ccnc3)(OC1=O)C2(C)C (configuration not stated)
→ 86	114	3	-2	7	17	-35	-2	99
- CCN(Cc1ccccc1)C(=O)COc1cc(=O)n(CC)c2ccccc12
→ 86	99	1	-5	1	-1	-7	-3	88
- O=C(CCC1CCCCC1)NCc1cccs1
→ 105	98	2	-3	43	19	-2	-42	102
- Cc1ccc(SCCNC(=O)C(CO)(CO)CO)cc1
→ 103	102	0	-1	12	3	2	-12	92
- CCOc1ccc2nc(N3CCCN(C(=O)Nc4ccccc4C)CC3)c(C#N)cc2c1
→ 57	92	.	.	.	57*	.	.	89
- CC1CCN(C(=S)c2ccc3c(c2)OCO3)CC1
→ 97	98	-2	-4	3	9	-4	-2	99
- O=C(COC(=O)CSc1nnc(-c2ccc(Cl)cc2)o1)NCc1ccc2c(c1)OCO2
→ 92	95	5	-5	-8	4	-21	5	86
- Cc1cc(C#N)c(C)c(SCc2[nH]nc3c2C(c2ccccc2)C(C#N)=C(N)O3)n1 (configuration not stated)
→ 82	95	-5	0	-9	.	-28	9	84
- COc1cc(OC)cc(C(=O)NCCSCc2ccco2)c1
→ 96	99	9	-1	2	17	4	2	85
- Cc1ccc(Nc2ncnc3c2oc2ccccc23)cc1
→ 54	99	-3	-5	4	14	3	-1	82
- O=C(CSc1ncnc2c1oc1ccccc12)c1cccs1
→ 91	108	-5	0	-6	9	-10	4	105
- O=C(C1CCC(C(=O)N2CCCC2)CC1)N1CCCC1 (configuration not stated)
→ 94	89	5	-3	5	.	13	0	95
- CNC(=O)/C(C#N)=c1\s/c(=C/C(=O)OC)c(=O)n1-c1ccccc1
→ 60	98	10	-8	-18	6	17	22	91
- CN1c2ccccc2C(O)=C(C(=O)Nc2ccccc2)S1(=O)=O
→ .	.	-2	-3	-2	5	-9	4	.
- CCn1cc(C(=O)N=c2sc3ccccc3n2C)c(=O)c2ccc(C)nc21
→ 78	95	0	-8	7	.	15	-7	75
- COc1nc(NCCN2CCOCC2)nc(Nc2ccc([N+](=O)[O-])cc2)n1
→ 86	98	10	0	-19	-5	-13	21	86
- Cc1cc(C)c(OCCOCCN2CCNCC2)c(C)c1
→ 80	99	10	-8	2	2	1	-2	92
- O=C(NCc1ccc(F)cc1)C1CCN(S(=O)(=O)N2CCC3(CC2)OCCO3)CC1
→ 96	107	4	-2	8	3	-21	-8	107
- CCN1CCN(CCNC(=O)c2ccc(CS(=O)(=O)c3ccccc3C)o2)CC1
→ 86	90	.	.	.	-2	.	.	95
- CC(C)(C)NS(=O)(=O)c1ccc(OCC(=O)NCCC2=CCCCC2)cc1
→ 103	100	-7	-4	23	-8	-7	-27	93
- CSC1=N/C(=C\c2ccccc2F)C(=O)S1
→ 98	97	1	-1	7	2	10	-6	86
- Cc1nc(SCC(=O)N2CCc3ccccc32)n[nH]1
→ 110	104	-8	-1	8	-3	-16	-6	104
- O=C(c1ccc(Br)o1)N1CCN(c2ccc3nnc(-c4ccc(F)cc4)n3n2)CC1
→ 62	101	-2	-3	5	12	13	-3	86
- CC1=C(C(=O)Nc2ccc(Br)cc2)C(c2ccco2)NC(=O)N1 (configuration not stated)
→ 108	92	4	-8	6	-2	-8	-9	99
- CC1CCCCN1C(=O)CN1C(=O)CN(C)C(=O)c2ccccc21 (configuration not stated)
→ 77	103	-2	-7	2	-9	0	-1	98
- CCC(C)(C)n1nnnc1C(C(C)C)N(CCN1CCOCC1)Cc1cc2cccc(C)c2[nH]c1=O (configuration not stated)
→ 74	92	0	-2	2	4	6	-4	82
- COc1cc(C(=O)Nc2sc3c(c2C(=O)NCc2ccco2)CCCC3)cc(OC)c1OC
→ 60	87	0	23*	-14	4	-21	10	68
- CSCCC(NS(=O)(=O)c1ccc2ccccc2c1)C(=O)O (configuration not stated)
→ .	.	10	0	-3	5	-22	5	.
- CCCC[n+]1ccn(-c2nc3ccccc3nc2[N-]S(=O)(=O)c2ccccc2)c1
→ 93	96	3	2	-12	6	-34	14	101
- CCOc1cccc2cc(-c3nnc(NCc4ccco4)s3)c(=O)oc12
→ 3.7*	53	6	-9	-7	5	14	9	20*
- COc1ccc(C(=O)N2CCC(C(=O)Nc3ccc4c(c3)OCCO4)CC2)cc1
→ 99	98	4	-6	27	-1	-14	-31	81
- Cc1nc2ccccc2n1CC(O)Cn1c2ccccc2c2ccccc21 (configuration not stated)
→ 77	103	10	-5	1	21	-12	-1	81
- COc1ccccc1-n1c(=O)oc2ccc(Cl)cc2c1=O
→ 1.5*	50	9	-5	9	60*	-5	-9	20*
- O=C(Cn1cccc1)N1CCN(C(c2ccccc2)c2ccccc2)CC1
→ 96	94	-5	-5	2	9	-6	2	102
- Cc1cc(C)n2nc(C(=O)Nc3ccc(S(=O)(=O)N4CCCCC4)cc3)nc2n1
→ 92	107	10	-5	4	12	0	-2	100
- Cc1ccc(CS(=O)(=O)c2ccccc2-c2nnc(-c3ccc(Cl)cc3)o2)cc1
→ .	.	-3	-6	8	20	5	-9	.
- COc1cc(-c2nnc(-c3ccc(S(=O)(=O)c4ccccc4)cc3)o2)cc(OC)c1OC
→ 68	88	-7	-7	-6	-3	25	5	86
- Cc1cccc(N=C(N2CCOCC2)P(=O)(N2CCOCC2)N2CCOCC2)c1
→ .	.	0	-6	-3	3	4	1	.
- Cc1nnc(-c2ccccc2)c[n+]1[O-]
→ 99	92	0	-10	12	6	10	-11	90
- Cc1cccc(NC(=O)CNc2cc(C)ccc2C)c1
→ 104	92	-10	-5	-7	11	8	7	93
- CC(C)(C)NS(=O)(=O)c1ccc2nc(NC(=O)Cc3cccs3)sc2c1
→ 28*	65	6	-4	46	22	-12	-43	48
- O=C(Nc1c(Cl)cccc1Cl)C1CCC1
→ 88	99	-2	-6	14	-1	-1	-13	89
- Cc1nc(NC(=O)CC(C)C)sc1-c1csc(Nc2ccc(Cl)cc2)n1
→ .	.	-49	-11	22	22	5	-17	.
- O=C(CC(SCCO)c1ccc(F)cc1)c1ccco1 (configuration not stated)
→ .	.	-3	-3	-4	-8	16	4	.
- O=C(Cn1nnc(-c2cccc(C(F)(F)F)c2)n1)NC1CCCC1
→ 95	102	.	.	.	5	.	.	99

(more compounds)
Every second line gives: H69AR inhibit	Lung fibro prol	PTPN22 act	S1P2 ag	sEH inhibitor	PostGolgi ctrl	S1P2 antag	sEH act	HUVEC prolif 384
- NC(=O)c1ccsc1NC(=O)c1ccc(S(=O)(=O)N2CCCCC2)cc1
→ 70	93	-4	-1	-2	51*	-8	6	83
- Cc1ccc(N(C(=O)Cn2nnc(-c3ccc(F)cc3)n2)C(CC(C)C)C(=O)NCC2CCCO2)cc1 (configuration not stated)
→ .	.	1	-5	-6	2	4	8	.
- Fc1ccc(CSc2nsc(SCc3ccc(F)cc3)n2)cc1
→ 90	88	-6	0	-4	7	-5	8	100
- C=CCSc1nnc(-c2ccccc2N=Cc2c(C)[nH]n(-c3ccccc3)c2=O)c(=O)[nH]1
→ .	.	-2	-8	-6	0	-20	6	.
- CCSc1nc2nc(C)cc(C)n2n1
→ 105	106	2	-8	-10	-4	10	10	100
- O=C(c1ccc(S(=O)(=O)N2CCCC2)cc1)N1CCCc2ccccc21
→ 76	90	-6	2	4	-6	6	-3	104
- Cc1ccc(-n2nnc3c(=O)n(CC(=O)NCC4CCCO4)cnc32)cc1 (configuration not stated)
→ 96	111	-8	-10	10	3	-7	-9	102
- CC(C)OCCCN1C(=O)c2ccccc2C1C(=O)NC1CCCCC1 (configuration not stated)
→ 93	100	4	-1	8	3	14	-10	100
- CCOC(=O)c1c(-c2ccsc2)csc1N
→ 86	94	3	-7	1	-3	4	-2	84
- COC(=O)c1ccc(-n2nnnc2SC)cc1
→ 81	95	6	-5	5	1	9	-5	99
- Cn1c(CN2CCCC2)nc2cc(NC(=O)COc3ccc(Cl)cc3)ccc21
→ 94	101	-23	-7	1	33*	-11	0	85
- Cc1cccc(Nc2nc(N3CCCCC3)nc(N3CCCCC3)n2)c1
→ 94	95	2	-2	-8	.	-11	8	93
- CCCC(=O)OCC(=O)Nc1cc(C(C)(C)C)nn1-c1ccccc1
→ 97	109	-3	-1	-14	14	1	14	93
- O=C(O)c1cccc(N2C(=O)CSC2c2c(F)cccc2Cl)c1 (configuration not stated)
→ .	.	2	-3	11	1	14	-13	.
- CS(=O)(=O)NCCSCc1c(F)cccc1Cl
→ 99	99	10	-2	-15	4	-5	13	103
- COc1ccc(C2(CNC(=O)Cc3ccccc3)CCCC2)cc1OC
→ 107	89	-3	-8	1	10	-7	-1	97
- O=C(CCCCCn1c(=O)[nH]c2ccsc2c1=O)N1CCN(C2CCCCC2)CC1
→ 94	97	-4	.	-14	-3	.	19	103

High-throughput results from PubChem.

Only part of the results is shown, so the mix of outcomes need not match the whole.
